# OXTR ag: agonists of human oxytocin receptor; activation, % at 3 µM; CHO-OTR cells, Fluo-8 calcium fluorescence; normalized: DMSO 0%, oxytocin 100%; AID 2435; 320,000 compounds, 0.32% hits;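 active = activation above the mean of all tested compounds plus 3 SD, cutoff set per screening run, cut at about 20% in these data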;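 also: peak over basal fluorescence ratio from a 100 s FLIPR kinetic read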
# PfM18AAP inh: blocks P. falciparum M18 aspartyl aminopeptidase; recombinant PfM18AAP, H-Glu-NHMec fluorogenic cleavage; inhibition, % at 7.35 µM; 290,000 compounds, 1.2% hits; AID 1822;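 active = inhibition above the campaign mean inhibition over all tested compounds plus 3 SD, cut at about 28% in these data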;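 also: 0% = plate median of test compound wells and 100% = 2 mM ZnCl2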
# MEKK2 WT-MEK5: raises or lowers MEK5 binding to wildtype human MEKK2 PB1 domain. Q9Y2U5. binding response (% of control), % at 10 µM. 290,000 compounds, 1.1% hits. AID 1531. bead flow cytometry, Alexa488-MEK5 binding to MEKK2 WT; actives lie on both sides; in the data active = binding response below about 67% or above about 130%
# NALP1 inh: NALP1 inhibition | S. cerevisiae NALP1/ASC/caspase-1 growth, X-gal OD620, 72 h | inhibition, % at 10 µM | 280,000 compounds, 0.61% hits | AID 2071; in the data active = inhibition mostly above about 24%, no sharp cut-off; inactive = mostly below about 32%; also: some compounds called inactive have numbers as strong as hits
# PHOSPHO1 block: blocks human PHOSPHO1 phosphatase activity | Q8TCT1 | recombinant PHOSPHO1, absorbance phosphatase assay | inhibition, % at 13.3 µM | 290,000 compounds, 1.1% hits | AID 1565; in the data active = inhibition above about 60%
# Target sequence (Q8TCT1 whole entry, looked up): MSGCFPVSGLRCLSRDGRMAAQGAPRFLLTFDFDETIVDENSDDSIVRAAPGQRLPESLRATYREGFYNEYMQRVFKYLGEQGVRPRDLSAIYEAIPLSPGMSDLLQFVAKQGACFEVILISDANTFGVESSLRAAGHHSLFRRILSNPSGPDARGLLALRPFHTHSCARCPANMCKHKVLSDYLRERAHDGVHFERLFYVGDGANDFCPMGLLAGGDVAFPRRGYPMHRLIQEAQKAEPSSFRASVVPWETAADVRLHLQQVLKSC
# MEKK2 mut-MEK5: signal of MEK5 binding to mutant human MEKK2 PB1 domain | bead flow cytometry, Alexa488-MEK5 binding to MEKK2 mutant | percent response, % at 10 µM | 290,000 compounds, 0.35% hits; in the data active = percent response above about 24%, passing the limit was not always enough; also: inactives centre near 1; some results filed as inactive read as strong as hits; reference of the scale not given here
# MEKK3 PB1 HTS: MEKK3-MEK5 PB1 interaction, increase or decrease | Q99759 | bead-based flow cytometry, Alexa488-MEK5 binding to MEKK3; actives lie on both sides; 0 = blocked by unlabeled MEK5, 100 = vehicle | binding response (% of control), % at 10 µM | 290,000 compounds, 1.4% hits;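 active = binding response more than 3 SD above or below the average of its plate-row segment, actives on both sides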;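 also: Alexa488 bead fluorescence after subtracting the streptavidin-only scavenger bead signal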
# Target sequence (Q99759 whole entry, looked up): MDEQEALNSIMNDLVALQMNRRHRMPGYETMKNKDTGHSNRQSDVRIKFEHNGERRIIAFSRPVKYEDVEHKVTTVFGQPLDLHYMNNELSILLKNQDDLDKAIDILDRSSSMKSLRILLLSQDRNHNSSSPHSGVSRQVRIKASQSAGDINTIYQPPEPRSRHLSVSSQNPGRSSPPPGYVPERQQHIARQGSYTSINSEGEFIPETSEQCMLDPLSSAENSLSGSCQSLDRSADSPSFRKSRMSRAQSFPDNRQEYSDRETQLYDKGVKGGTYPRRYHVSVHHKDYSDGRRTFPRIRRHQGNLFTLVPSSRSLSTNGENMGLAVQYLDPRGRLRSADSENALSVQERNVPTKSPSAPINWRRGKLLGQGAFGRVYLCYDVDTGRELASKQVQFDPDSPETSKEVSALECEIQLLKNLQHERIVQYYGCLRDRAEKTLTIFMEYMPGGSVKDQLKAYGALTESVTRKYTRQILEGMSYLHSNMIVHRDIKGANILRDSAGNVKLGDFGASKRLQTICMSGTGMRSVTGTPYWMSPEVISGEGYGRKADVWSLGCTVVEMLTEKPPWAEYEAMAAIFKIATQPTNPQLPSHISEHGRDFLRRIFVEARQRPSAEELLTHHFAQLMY
# GPR7 antag: blocks human GPR7 receptor signaling; P48145; GPR7-expressing cells, fluorescence antagonist assay; inhibition, % at 4.4 µM; 290,000 compounds, 1.1% hits; AID 1861; in the data active = inhibition above about 16%, passing the limit was not always enough;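 also: cells stimulated with the agonist NPW; 0% = agonist with vehicle and 100% = vehicle without agonist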
# FID counter: displaces DNA intercalator in HCV helicase counter-screen; DNA fluorescent intercalator displacement, fluorescence; 290,000 compounds, 0.17% hits; inhibition, % at 7.9 µM; in the data active = inhibition above about 37%;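 also: 0% = vehicle and 100% = reference compound; higher means more ethidium bromide displaced from hairpin DNA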
# * marks the source's active call; other numbers are inactive results; i = inactive; nt = not tested or not shown.
SMILES,OXTR ag,PfM18AAP inh,MEKK2 WT-MEK5,NALP1 inh,PHOSPHO1 block,MEKK2 mut-MEK5,MEKK3 PB1 HTS,GPR7 antag,FID counter
O=C(CN1CCN(Cc2ccc(Cl)cc2)CC1)N/N=C/c1c[nH]c2ccccc12,7.3,-3,103,30,8,3,106,12,16
Cc1ccc(S(=O)(=O)c2nc(NCCN(C)C)sc2Cl)cc1,1.9,2,105,3,5,0,98,-1,20
Cc1ccc(C(=O)NCCCC(=O)O)o1,0.8,-3,92,41,-3,-5,90,-12,3
CCOC(=O)C1C(=O)C=C(/C=C/c2ccccc2)CC1c1ccc(Cl)cc1 (stereo unspecified),0.5,5,102,6,10,3,99,0,-10
Cc1occc1-c1nnc(SCC(=O)NCCc2ccccc2)o1,-0.6,-17,79,-18,-27,-10,75,1,-18
COc1ccc(NC(=O)N(Cc2cc3cc(OC)c(OC)cc3[nH]c2=O)CC2CCCO2)cc1 (stereo unspecified),-0.7,-3,103,8,16,-3,99,-5,-29
CC(C)(C)OC(=O)N[C@@H](Cc1ccccc1)[C@H](O)c1ccco1,0.4,nt,103,2,27,4,104,nt,nt
CC1(C)N=C(N)N=C(N)N1c1ccccc1,2.6,1,100,9,-1,3,102,-1,-1

# Next section; it opens with the 2 that closed the last part.
SMILES,OXTR ag,PfM18AAP inh,MEKK2 WT-MEK5,NALP1 inh,PHOSPHO1 block,MEKK2 mut-MEK5,MEKK3 PB1 HTS,GPR7 antag,FID counter
CC(C)(C)OC(=O)N[C@@H](Cc1ccccc1)[C@H](O)c1ccco1,0.4,nt,103,2,27,4,104,nt,nt
CC1(C)N=C(N)N=C(N)N1c1ccccc1,2.6,1,100,9,-1,3,102,-1,-1
COc1cccc(C(=O)N/N=C(\C)c2cccc(NC(=O)c3ccc(F)cc3)c2)c1OC,-0.9,6,99,-8,66*,6,102,-22,-27
CCc1ccc(C(C(=O)NC2CCCC2)N(C(=O)c2csnn2)C2CC2)cc1 (stereo unspecified),-1.5,2,103,-3,32,3,104,-1,-33
COc1ccc(-c2noc(CCCC(=O)Nc3ccc(C(N)=O)cc3)n2)cc1OC,-0.3,-3,60,-3,-2,-36,65,4,-7
O=C(O)c1ccccc1Nc1ccccc1C(=O)O,-0.6,5,103,1,52,7,108,-1,0
COc1cc(C(=O)N2CCN(C/C=C/c3ccccc3)CC2)cc(OC)c1OC,-0.7,-4,104,-44,-7,1,106,3,-24
CCCCS(=O)CC(CS(=O)CCCC)OC(=O)c1ccccc1 (stereo unspecified),1.4,1,93,-4,-1,-10,94,-2,-13
COc1cc(C)c(Cl)cc1S(=O)(=O)NCc1ccccn1,0.4,2,99,19,19,0,103,7,-5
COC(=O)c1ccccc1NCc1cc(=O)oc2cc(O)c(O)cc12,2.1,34*,101,-11,27,2,104,0,-7
COc1cccc([C@H](O)Cn2cc(-c3ccc(CON=C(C)C)cc3)nn2)c1,2.6,-3,97,11,-14,-3,99,-5,-31
Cc1ccc(C)c(S(=O)(=O)Nc2ccccc2C(=O)Nc2ccc(S(=O)(=O)Nc3ncccn3)cc2)c1,-1.2,2,100,21,5,-2,107,-7,-35
COc1ccc(C)cc1NC(=O)C1CCCN(S(=O)(=O)c2cccs2)C1 (stereo unspecified),0.3,-1,103,7,44,1,102,-8,-33
CC(C)(C)CC(=O)Nc1nnc(CCc2ccccc2)s1,-2.4,-1,108,-10,14,8,107,-5,-29
COC(=O)c1cnc(Oc2ccc(NC(=O)NC(=O)c3c(OC)cccc3OC)cc2)cc1C(F)(F)F,-0.1,-3,101,7,-4,-3,98,12,-3
COc1cc2oc(=O)c(Br)c(C)c2c(OC)c1OC,-2.3,2,100,-6,-4,5,99,-9,-9
COc1ccccc1NC(=O)COc1ccc(/C=N/NC(=O)c2cccnc2)cc1,1.9,-4,109,13,14,7,104,-7,-34
O=C(N/C(=C\c1cccs1)C(=O)N1CCOCC1)c1ccco1,0.0,-5,96,-2,28,-3,100,-6,-1
Cc1ccc(C)c(OC(C)C(=O)Nc2nccs2)c1 (stereo unspecified),-0.9,0,97,4,37,-4,98,-5,-15
O=C(O)CCn1c(-c2ccccc2)cc2ccccc21,2.4,7,94,34*,16,-7,100,-5,-4
COc1ccc2[nH]c(=O)c(CN(C(=O)NC3CCCCC3)C3CCCCC3)cc2c1,-1.8,-5,106,nt,12,1,109,0,-16
CC(=O)c1cnc(Nc2nc(C)c3cc(C)c(C)cc3n2)nc1C,-1.4,-3,92,28,4,-10,97,0,-9
Cc1cc(N/N=C/c2ccccc2[N+](=O)[O-])nc(-n2nc(C)cc2C)n1,-2.5,2,102,10,-1,3,106,-14,-12
CCOC(=O)CNC(=O)CSc1ncnc2c1cnn2Cc1ccccc1,-0.5,-4,104,33,0,-1,101,-10,-11
CCN(c1ccccc1)S(=O)(=O)c1ccc(Cl)c(NC(=O)COC(=O)c2ccc(O)cc2)c1,0.2,-4,106,22,-2,12,100,-13,-11
COC(=O)C[C@H]1c2cc(F)cc(F)c2S(=O)(=O)N1C1CCN(Cc2ccccc2)CC1,0.0,nt,99,nt,nt,4,101,nt,nt
CCOC(=O)C1(Cc2ccc(OC)cc2)CCN(C(=O)CCc2cnccn2)CC1,1.1,-15,76,i,22,-27,76,-8,-31
CC(C)Sc1cc(N2CCCC2)nc(-c2ccc(F)cc2)n1,-0.5,-3,105,12,-3,2,102,2,3
COc1ccccc1CNS(=O)(=O)c1ccc(C)cc1,0.7,-6,96,-2,4,-3,98,4,0
Cc1cc(C)cc(OCC(=O)NNC(=O)C2CCCO2)c1 (stereo unspecified),-0.2,10,103,9,32,0,95,-4,-12
Cc1nonc1C(=O)N/N=C/c1ccc(O)cc1O,0.5,17,106,-28,3,1,119,4,-7
CNC[C@H](NC[C@@H](NCCCc1ccccc1)c1ccccc1)[C@H](C)O,-0.9,2,131,5,15,5,115,0,9
COc1ccc(CCNC(=O)c2ccccc2Cl)cc1OC,1.9,2,97,17,25,-6,106,-3,-3
CN(C)S(=O)(=O)NCc1ccc2c(c1)OCO2,0.1,-4,96,4,-10,1,93,-11,-1
Cc1ccccc1C1c2[nH]c3ccccc3c2C[C@H]2C(=O)N(C3CCN(Cc4ccccc4)CC3)CC(=O)N12 (stereo partly specified),1.4,-3,118,6,nt,16,102,4,10
O=c1[nH]c(C2CCN(S(=O)(=O)c3ccc(F)cc3)CC2)nc2c1nnn2Cc1ccc2c(c1)OCCO2,-0.4,-1,95,-19,24,-14,94,20,-32
Cc1nn(CCC#N)c(NC(=O)c2ccc(Cl)cc2Cl)c1P(=O)(Nc1ccc([N+](=O)[O-])cc1)N1CCOCC1 (stereo unspecified),-0.3,-10,110,15,2,7,110,-6,-4
CCOc1ccc(Oc2nc(N(CC)CC)nc(N3CCOCC3)n2)nn1,0.3,2,98,9,48,0,98,3,-33
CCCN(CCC)c1nc(NC2CCN(C(=O)OCC)CC2)nc(OC)n1,-0.9,-4,98,18,8,-1,98,-7,-31
CC(C)(C)C1CCC(C(=O)OCC(=O)N2CCN(C(=O)c3ccco3)CC2)CC1 (stereo unspecified),0.3,1,106,-2,-6,-1,112,-11,-33
CC1CCN(Cc2ccc(-c3nnn(CC(=O)Nc4ccccc4Cl)n3)cc2)CC1,3.9,-1,108,1,-56,-3,103,-1,8
CCCN1Cc2cccc(C(=O)N3CCN(c4ccc(F)cc4)CC3)c2C1=O,-0.9,-11,102,14,6,-2,100,3,-23
CSCCC(NS(=O)(=O)c1ccc2ccccc2c1)C(=O)OCC(=O)c1ccc(C(C)C)cc1 (stereo unspecified),2.5,-4,99,32,-9,-2,103,-7,-31
O=C(C1=C(O)C(=O)N(c2ccccc2)C1c1ccc([N+](=O)[O-])cc1)c1cccs1 (stereo unspecified),0.7,2,89,-13,20,3,98,-15,-30
N#Cc1c(-c2ccc3c(c2)OCO3)cc[nH]c1=O,-1.1,-1,102,9,24,3,100,-11,-1
Cc1ccc2nc(NC(=O)C3CCCN(S(=O)(=O)c4cccc5nonc45)C3)sc2c1 (stereo unspecified),0.7,2,97,nt,20,-1,103,-7,-4
Cc1ccc(N2C(=O)NC3(CCCCC3)C2=O)cc1,1.1,-11,nt,1,-19,nt,nt,-4,-5
COc1cccc(NC(=O)c2ccc(NCCCN3CCC(C)CC3)c([N+](=O)[O-])c2)c1,-0.7,1,130,13,-7,11,100,3,26
COc1cc(/C=C/C(=O)Nc2cc(C(F)(F)F)ccc2Cl)cc(OC)c1OC,-2.5,-17,115,4,-4,11,110,-22,-22
O=C(Nc1ccc(C(=O)N2CCCc3ccccc32)cc1)c1cccs1,-0.7,1,104,-18,nt,3,111,0,-26
O=C(Cn1nnc2ccccc2c1=O)N1CCCc2ccccc21,-0.8,0,90,2,-17,-8,90,-3,-13
COCC(C)n1c(C)cc(C(=O)COC(=O)c2nc3nc(C)cc(C)n3n2)c1C (stereo unspecified),-0.7,11,105,22,30,2,102,-16,-2
CC(/C=C/c1ccco1)=N/NC(=O)Cc1cccs1,0.5,1,111,13,14,4,109,19,-11
COc1ccccc1N1CCN(Cc2nc3ccccc3c(=O)n2CC(C)=O)CC1,-0.2,4,97,-14,-13,2,99,4,-20
COc1nc(Cl)cn(-c2ccc(Cl)cc2)c1=O,-1.0,-4,103,29,-7,-1,102,6,-16
NC(=O)c1oc2ccc(Cl)cc2c1N,0.3,10,108,19,26,7,104,-4,3
CCc1nnc(NC(=O)C2Cc3ccccc3CN2S(=O)(=O)c2cccs2)s1 (stereo unspecified),-1.9,3,94,12,31,-4,96,-14,-20
CCOC(=O)N/N=C/c1cccnc1,-0.4,-9,83,-8,37,-14,71,2,2

# Other structures
SMILES,OXTR ag,PfM18AAP inh,MEKK2 WT-MEK5,NALP1 inh,PHOSPHO1 block,MEKK2 mut-MEK5,MEKK3 PB1 HTS,GPR7 antag,FID counter
Cc1cccc(/C=N/N(CCO)C2=NS(=O)(=O)c3ccccc32)c1,-1.6,-1,117,-9,36,1,138*,-5,-31
COCCCNCC#CCOc1ccc(OC)cc1,0.6,1,96,14,39,0,101,-8,18
O=S1(=O)CCN2C(c3cccc4ccccc34)=CSC2=N1,2.2,1,nt,-18,16,nt,nt,1,-2
Cc1ccc(CCNC(=O)CCS(=O)(=O)c2ccc(Br)cc2)cc1,-1.9,-3,99,6,39,-3,100,1,-18
O=C(Cn1c2ccccc2c2nc3n(c(=O)c21)CCS3)Nc1ccccc1,0.2,0,106,21,41,3,105,2,-9
CCOC(=O)Cn1c2ccc(OC)cc2c2nc3ccccc3nc21,-0.2,2,93,4,4,-2,97,5,0
Cc1cccc(C(=O)Nc2nnc(-c3cccnc3)o2)c1,1.0,9,66,-8,3,-14,70,-9,-18
c1coc(Cn2c(SCc3nc4ccccc4[nH]3)nnc2-c2cccs2)c1,0.7,-9,99,15,92*,8,95,-12,-21
Cc1ccc(OCc2cc(C(=O)NCC3COCCO3)no2)cc1C (stereo unspecified),1.2,0,102,-28,12,8,101,-9,-34
CN(C(=O)COC(=O)c1ccccc1NC(=O)c1ccco1)C1CCS(=O)(=O)C1 (stereo unspecified),-0.7,1,97,1,48,-2,100,-8,-7
CC(C)c1ccc(NC(=O)Cn2c(=O)oc3ccccc32)cc1,1.5,3,101,37,-5,0,103,16,-11
O=[N+]([O-])c1ccc(Oc2ccc(-c3cnc4ccccc4n3)cc2[N+](=O)[O-])cc1,-0.7,-2,102,12,-2,1,122,0,4
CC1(c2nnc(-c3ccc(F)cc3)o2)CC(c2ccncc2)=NO1 (stereo unspecified),1.0,nt,97,nt,nt,-4,92,nt,nt
